Assay outcomes as filed in PubChem BioAssay.
KCNQ2 inh = KCNQ2 potassium channel inhibitors, primary screen, cell-based, CHO-K1, FluxOR thallium flux, B-score (AID 2156); Potassium voltage-gated channel subfamily KQT member 2 (Rattus norvegicus), O88943; 20 min; hits give low values; B-score at 10 µM; 1.1% of 310,000 active;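 active = fluorescence ratio B-score at most minus 3 library SDs, with starting brightness B-score within 2 library SDs, cut at about -5.5 in these data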
Target sequence (O88943 whole entry, looked up): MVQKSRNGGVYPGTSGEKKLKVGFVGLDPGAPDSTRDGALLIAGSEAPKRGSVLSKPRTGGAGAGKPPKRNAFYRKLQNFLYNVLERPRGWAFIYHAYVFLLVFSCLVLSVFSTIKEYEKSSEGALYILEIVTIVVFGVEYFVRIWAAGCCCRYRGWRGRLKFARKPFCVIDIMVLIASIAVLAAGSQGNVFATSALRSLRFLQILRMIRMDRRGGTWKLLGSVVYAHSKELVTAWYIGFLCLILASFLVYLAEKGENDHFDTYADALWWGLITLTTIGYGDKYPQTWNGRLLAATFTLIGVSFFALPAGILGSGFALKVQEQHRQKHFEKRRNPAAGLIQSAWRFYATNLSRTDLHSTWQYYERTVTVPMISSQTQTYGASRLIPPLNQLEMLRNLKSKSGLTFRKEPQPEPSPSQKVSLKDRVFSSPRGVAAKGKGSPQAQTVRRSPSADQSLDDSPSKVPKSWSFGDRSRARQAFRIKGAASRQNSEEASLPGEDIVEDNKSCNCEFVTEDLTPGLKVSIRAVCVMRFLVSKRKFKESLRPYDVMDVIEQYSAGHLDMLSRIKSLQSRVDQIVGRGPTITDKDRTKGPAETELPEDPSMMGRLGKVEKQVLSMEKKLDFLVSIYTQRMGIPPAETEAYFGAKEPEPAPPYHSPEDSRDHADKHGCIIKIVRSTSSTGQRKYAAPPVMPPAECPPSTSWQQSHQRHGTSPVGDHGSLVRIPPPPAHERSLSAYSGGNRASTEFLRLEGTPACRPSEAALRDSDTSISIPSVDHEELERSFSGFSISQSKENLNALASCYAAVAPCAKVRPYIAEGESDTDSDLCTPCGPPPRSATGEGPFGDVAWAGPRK
STK33 kinase inh = inhibitors of purified STK33 kinase, primary screen, biochemical, ADP-Glo luminescence, homogeneous, cell-free | Serine/threonine-protein kinase 33 (Homo sapiens), Q9BYT3 | AID 2661, 2010 | MBP phosphorylation | 0.073% of 320,000 active | inhibition, % at 10 µM;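 active = inhibition at or above 25%, using the most active replicate where run in duplicate; inactive = inhibition below 25%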
Kir21 block = inhibitors of mouse Kir2.1 inward-rectifier potassium channel; 0.85% of 310,000 active; B-score at 10 µM; AID 1672, 2009; Inward rectifier potassium channel 2 (Mus musculus), P35561; HEK293-Kir2.1, FluxOR thallium flux fluorescence; hits give low values;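 active = fluorescence ratio B-score at or below minus 3 SD of library scores, with starting-brightness B-score within 2 SD, cut at about -4.2 in these data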;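 also: channel flux triggered by added potassium and thallium sulfate stimulus; B-score of peak minus minimum fluorescence over baseline after thallium stimulus; more negative B-score means stronger Kir2.1 block with less thallium influx; some compounds called inactive have numbers as strong as hits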
Starred values were filed as active, the others as inactive.

Screening Cc1ccc(OCC(=O)N2CCC3(CC2)CC(=O)c2ccccc2O3)cc1 returned KCNQ2 inh inactive, STK33 kinase inh -1.8 and Kir21 block 0.14.
Screening O=c1cc(-c2ccccc2)c2c(O)cc(O)cc2o1 returned KCNQ2 inh inactive, STK33 kinase inh 1.3 and Kir21 block -1.
For O=C(c1ccc2c(=O)n(Cc3ccc4c(c3)OCO4)c(=O)[nH]c2c1)N1CCN(c2ccccc2)CC1 the results were KCNQ2 inh inactive, STK33 kinase inh -2.1 and Kir21 block -0.59.
CCOc1ccc(OCC)c(-c2c(=O)n(OCc3ccc(C(C)(C)C)cc3)c3ccccc3[n+]2[O-])c1 was read as KCNQ2 inh inactive, STK33 kinase inh -0.2 and Kir21 block -0.72.
c1ccc(OCCCc2nc(-c3ccccn3)no2)cc1 was read as KCNQ2 inh inactive, STK33 kinase inh -0.8 and Kir21 block -0.97.
Screening CCN(C(=O)c1cccc(Br)c1)c1ccccc1 returned KCNQ2 inh inactive, STK33 kinase inh 9.6 and Kir21 block -1.2.
`COc1ccc(C2=NC(C)(C)Cc3cc(OC)c(OC)cc32)cc1OC` gave KCNQ2 inh inactive, STK33 kinase inh -16 and Kir21 block -0.15.
Screening CCc1ccc(O)c(N=Cc2cccc(C)c2O)c1 returned KCNQ2 inh inactive, STK33 kinase inh -1.4 and Kir21 block -1.2.
Screening O=C(NCCc1ccc(C(F)(F)F)cc1)C1CCC(=O)N(CCCN2CCCC2=O)C1 (stereo not given) returned KCNQ2 inh inactive, STK33 kinase inh -0.6 and Kir21 block 1.7.
`Cc1ccccc1CC1(CO)CCCN(C(=O)c2cccc(Cl)c2)C1` (stereo not given) gave KCNQ2 inh -6.8*, STK33 kinase inh -1.6 and Kir21 block -0.92.
For CCOC(=O)C1(CC/C(C)=N\NC(N)=O)CC(C)OC1=O (stereo not given) the results were KCNQ2 inh inactive, STK33 kinase inh -3.1 and Kir21 block -1.2.
For COc1ccc(-c2c3c(=O)n(C)c(=O)n(C)c3cn2-c2cccc(OC)c2)cc1 the results were KCNQ2 inh inactive, STK33 kinase inh -2.3 and Kir21 block 0.8.
`CC(C)[C@H](NC(=O)N1CC(=O)Nc2ccccc21)C(=O)N[C@@H](C(=O)O)c1ccccc1` gave KCNQ2 inh inactive, STK33 kinase inh 0.0 and Kir21 block 0.3.
COC(=O)c1ccc(NC(=O)CC(=O)Nc2ccc(C(=O)OC)cc2)cc1 was read as KCNQ2 inh inactive, STK33 kinase inh -1.1 and Kir21 block 0.83.
For COc1ccc(/C=N/NC(=S)SC)cc1OC the results were KCNQ2 inh inactive, STK33 kinase inh -1.2 and Kir21 block 0.11.
CN1c2ccccc2C(C)(C)C12CC(c1ccc(S(=O)(=O)N3CCCCC3)cc1)=NO2 (stereo not given) was read as KCNQ2 inh inactive, STK33 kinase inh -1.5 and Kir21 block 0.04.
N#CC1=C(N)OC2=C(CCc3ccccc32)C1c1ccccc1Cl (stereo not given) was read as KCNQ2 inh inactive, STK33 kinase inh 2.2 and Kir21 block 1.8.
Screening O=C(COC(=O)c1cc(S(=O)(=O)N2CCOCC2)ccc1F)Nc1c(Cl)cccc1C(F)(F)F returned KCNQ2 inh inactive, STK33 kinase inh -1.1 and Kir21 block 1.3.
`O=C(CN(CCO)c1ccccc1)Nc1ccc(Cl)c(S(=O)(=O)N2CCOCC2)c1` gave KCNQ2 inh inactive, STK33 kinase inh -0.5 and Kir21 block -2.2.
`Cc1ccc(-c2cc(C(F)(F)F)n3nc(C(=O)Nc4c(C)n(C)n(-c5ccccc5)c4=O)cc3n2)cc1` gave KCNQ2 inh inactive, STK33 kinase inh -0.4 and Kir21 block -0.72.

Entries above that have a Cl atom (four):
`Cc1ccccc1CC1(CO)CCCN(C(=O)c2cccc(Cl)c2)C1` (stereo not given) gave KCNQ2 inh -6.8*, STK33 kinase inh -1.6 and Kir21 block -0.92.
N#CC1=C(N)OC2=C(CCc3ccccc32)C1c1ccccc1Cl (stereo not given) was read as KCNQ2 inh inactive, STK33 kinase inh 2.2 and Kir21 block 1.8.
Screening O=C(COC(=O)c1cc(S(=O)(=O)N2CCOCC2)ccc1F)Nc1c(Cl)cccc1C(F)(F)F returned KCNQ2 inh inactive, STK33 kinase inh -1.1 and Kir21 block 1.3.
`O=C(CN(CCO)c1ccccc1)Nc1ccc(Cl)c(S(=O)(=O)N2CCOCC2)c1` gave KCNQ2 inh inactive, STK33 kinase inh -0.5 and Kir21 block -2.2.

Next section.
COc1cccc(C(=O)NCc2cn3ccsc3n2)c1 was read as KCNQ2 inh inactive, STK33 kinase inh -0.1 and Kir21 block 2.1.
For CC(=O)Nc1nnc(COc2ccc(Cl)cc2)s1 the results were KCNQ2 inh inactive, STK33 kinase inh 1.1 and Kir21 block -0.37.
For COc1ccc(-c2nc(CS(=O)CC(=O)N3CCN(C)CC3)c(C)o2)cc1OC (stereo not given) the results were KCNQ2 inh inactive, STK33 kinase inh -0.3 and Kir21 block 0.11.
`O=C(Nc1ccccc1F)c1cc2c(s1)-c1ccccc1S(=O)(=O)C2` gave KCNQ2 inh inactive, STK33 kinase inh -2.9 and Kir21 block -0.89.
`CCOC(=O)N1CCc2c(sc3nc(SC(C)C)n(N)c(=O)c23)C1` gave KCNQ2 inh inactive, STK33 kinase inh 0.5 and Kir21 block -0.01.
Screening COCCN1C(=O)C(=O)/C(=C(/O)c2ccc3c(c2)OCCO3)C1c1ccc(C(=O)OC)cc1 (stereo not given) returned KCNQ2 inh inactive, STK33 kinase inh 1.3 and Kir21 block -1.2.
For O=C(NC1CCCC1)C1CCN(C(=O)c2ccc(-c3ccccc3)cc2)CC1 the results were KCNQ2 inh inactive, STK33 kinase inh 0.3 and Kir21 block 0.41.
Screening Cc1ccc(NN2C(=O)C=CC2=O)cc1 returned KCNQ2 inh inactive and Kir21 block 0.37.
`COC(=O)c1cccc(Nc2cc(C)nc(-c3ccccc3O)n2)c1` gave KCNQ2 inh inactive, STK33 kinase inh -0.9 and Kir21 block 1.8.
For O=C(NC1CCS(=O)(=O)C1)/C(=C\c1ccco1)NC(=O)c1ccccc1 (stereo not given) the results were KCNQ2 inh inactive, STK33 kinase inh 2.2 and Kir21 block 0.44.
CCOC(=O)c1ccc(NC(=O)c2ccc(OC(C)C)c(OC)c2)cc1 was read as KCNQ2 inh inactive, STK33 kinase inh -0.6 and Kir21 block 1.9.
`CCn1nnc(NC(=S)NC(=O)c2ccc(-c3cccc(Cl)c3)o2)n1` gave KCNQ2 inh inactive, STK33 kinase inh 0.3 and Kir21 block 0.68.
`COc1cc(CCC(=O)N2CC(C)OC(C)C2)cc(OC)c1OC` (stereo not given) gave KCNQ2 inh inactive, STK33 kinase inh 0.3 and Kir21 block 0.21.
Screening CC1=C(C(=O)Nc2ccccc2)C(c2ccco2)NC(=O)N1 (stereo not given) returned KCNQ2 inh inactive, STK33 kinase inh 0.8 and Kir21 block 0.
Screening CCC1(C)Cc2c(C#N)c(N)n(-c3ccccc3)c(=O)c2CO1 (stereo not given) returned KCNQ2 inh inactive, STK33 kinase inh -2.2 and Kir21 block 2.5.
O=C(C1CCCN(Cc2ccccc2Cl)C1)N1CCCCC1 (stereo not given) was read as KCNQ2 inh inactive, STK33 kinase inh -3.1 and Kir21 block 0.93.
For O=C(C1CCC1)N1CCN(S(=O)(=O)c2ccc(Br)cc2Cl)CC1 the results were KCNQ2 inh inactive, STK33 kinase inh -0.1 and Kir21 block -0.43.
`CC(Nc1cccnc1)=C(C#N)C#N` gave KCNQ2 inh inactive, STK33 kinase inh -1.7 and Kir21 block -1.3.
CCCCCC(=O)N1CCN(S(=O)(=O)c2ccc3c(c2)OCCO3)CC1 was read as KCNQ2 inh inactive, STK33 kinase inh 0.6 and Kir21 block 1.3.
`O=C(Nc1ccc2oc(-c3ccc4ccccc4c3)nc2c1)c1ccc2c(c1)OCCO2` gave KCNQ2 inh inactive, STK33 kinase inh -2.3 and Kir21 block -0.52.
`CC(=O)Nc1c(-c2ccc(Cl)cc2)c(=O)c2ccccc2n1C` gave KCNQ2 inh inactive, STK33 kinase inh 0.9 and Kir21 block -0.18.
`Cc1ccc(-n2cc(-c3ccccc3)c3c(N4CCN(C)CC4)ncnc32)cc1` gave KCNQ2 inh inactive, STK33 kinase inh 0.4 and Kir21 block -2.5.
Screening CCN(CC)CCn1c(=N)n(CCO)c2ccccc21 returned KCNQ2 inh inactive, STK33 kinase inh 0.1 and Kir21 block 1.1.
Screening N#CCSc1nc2ccccc2c(=O)n1-c1ccccc1 returned KCNQ2 inh inactive, STK33 kinase inh -4.2 and Kir21 block -0.55.
For Cc1ccc(-c2nnn(CC(=O)N(c3ccc(F)cc3)C(C(=O)NC3CCCC3)c3ccncc3)n2)o1 (stereo not given) the results were KCNQ2 inh inactive, STK33 kinase inh -0.6 and Kir21 block 1.3.
For Cc1ccc(C2(c3noc(CN(C)CCCN4CCOCC4)n3)CCCC2)cc1 the results were KCNQ2 inh inactive, STK33 kinase inh 0.2 and Kir21 block -1.6.
`O=C(NCc1ccco1)c1cc(S(=O)(=O)N2CCOCC2)ccc1Cl` gave KCNQ2 inh inactive, STK33 kinase inh -1.8 and Kir21 block -0.92.
Screening Cc1cc(N2CCCC2=O)cc(C)c1CN1C(=O)c2ccccc2C1=O returned KCNQ2 inh inactive, STK33 kinase inh -0.4 and Kir21 block 0.69.
For CCn1cc(C(=O)N[C@@H](C)C(=O)NCCCO)c(=O)c2cc3c(cc21)OCO3 the results were KCNQ2 inh inactive, STK33 kinase inh -1.5 and Kir21 block 0.94.
`COc1cccc(-c2cccc(NC(=O)C3CCN(C4CCOCC4)CC3)c2)c1` gave KCNQ2 inh inactive and Kir21 block 1.
CCOC(=O)CC(NC(=O)c1ccccc1F)c1ccc(C)cc1 (stereo not given) was read as KCNQ2 inh inactive, STK33 kinase inh 1.6 and Kir21 block -0.29.
CC1CCC(NC(=O)CNC(=O)Cc2cccc3ccccc23)CC1 (stereo not given) was read as KCNQ2 inh inactive, STK33 kinase inh -0.1 and Kir21 block 0.05.
For COc1ccc(CN2CCNC(=O)C2CC(=O)NCc2cnn(C)c2)cc1OC (stereo not given) the results were KCNQ2 inh inactive, STK33 kinase inh 1.1 and Kir21 block 1.3.
Screening O=C(OCc1ccc([N+](=O)[O-])cc1)C1CC(=O)N(c2ccccc2)C1 (stereo not given) returned KCNQ2 inh inactive, STK33 kinase inh -1.2 and Kir21 block 0.49.
`CC(C)Cc1nnc(NC(=O)CSc2nc(O)c(-c3ccccc3)c(=O)[nH]2)s1` gave KCNQ2 inh inactive, STK33 kinase inh 0.1 and Kir21 block 0.02.
For O=C(CCSCCc1ccccn1)Nc1nccs1 the results were KCNQ2 inh inactive, STK33 kinase inh -0.5 and Kir21 block -0.87.
COC(=O)c1ccc(S(=O)(=O)NCc2ccc(S(N)(=O)=O)cc2)n1C was read as KCNQ2 inh inactive, STK33 kinase inh -1.9 and Kir21 block 1.
`CCCc1cc(=O)n2[nH]c(NCc3ccc(OC)c(OC)c3)nc2n1` gave KCNQ2 inh inactive, STK33 kinase inh 0.6 and Kir21 block 0.1.
For Fc1ccc(Cn2cnc3ccccc32)cc1 the results were KCNQ2 inh inactive, STK33 kinase inh 0.6 and Kir21 block -1.9.
For Cc1nc(CC(=O)Nc2nc(-c3ccccc3)cs2)cs1 the results were KCNQ2 inh inactive, STK33 kinase inh -0.8 and Kir21 block -0.66.
For Cc1cc(C)n2nc(SCC(=O)NC3CCCCC3)nc2n1 the results were KCNQ2 inh inactive, STK33 kinase inh -1.0 and Kir21 block 0.02.
Screening C=CCSc1nc2sc(-c3ccccc3)cc2c(=O)n1N returned KCNQ2 inh inactive, STK33 kinase inh 0.5 and Kir21 block 0.55.
Screening Cc1c(NC(=O)Nc2cccc([N+](=O)[O-])c2)c(=O)n(-c2ccccc2)n1C returned KCNQ2 inh inactive, STK33 kinase inh 0.7 and Kir21 block -1.
Screening O=C(Cc1cccs1)N1CCN=C1SCc1ccccc1Cl returned KCNQ2 inh inactive, STK33 kinase inh 9.1 and Kir21 block -1.3.
Screening Cc1ccc(C)c(OCCn2ccnc2)c1 returned KCNQ2 inh inactive, STK33 kinase inh 0.1 and Kir21 block 0.3.
Nc1ccc2nc(SCc3ccc([N+](=O)[O-])cc3)sc2c1 was read as KCNQ2 inh inactive, STK33 kinase inh -1.1 and Kir21 block -0.65.
Screening NS(=O)(=O)c1ccc(CNC(=O)CC23CC4CC(CC(C4)C2)C3)cc1 returned KCNQ2 inh inactive, STK33 kinase inh -0.8 and Kir21 block 0.83.
Cc1cc(C)c(S(=O)(=O)ON2C(=O)c3ccccc3C2=O)cc1C was read as KCNQ2 inh inactive, STK33 kinase inh 2.5 and Kir21 block 0.24.
For CCSc1nnc(NC(=O)c2nc3nc(C)cc(C)n3n2)s1 the results were KCNQ2 inh inactive, STK33 kinase inh -0.3 and Kir21 block 1.7.
Screening CN1CCN(C(=O)c2cnn(-c3ccccc3)c2NC(=O)c2cccs2)CC1 returned KCNQ2 inh inactive, STK33 kinase inh -1.2 and Kir21 block 3.5.
For Cc1nnc2ccc(N3CCOCC3)nn12 the results were KCNQ2 inh inactive, STK33 kinase inh 0.5 and Kir21 block -0.54.
`COCCNC(=S)N1CCC(c2nc(-c3ccc(N(C)C)cc3)no2)CC1` gave KCNQ2 inh inactive, STK33 kinase inh 0.2 and Kir21 block -0.07.
